High-throughput results: PubChem, several laboratories
FBA Mtb inh: inhibits M. tuberculosis FBA enzyme | P9WQA3 | purified M. tuberculosis FBA, fluorescence read-out | inhibition, % at 1 µM | hit rate 2.3% among 360,000 | AID 588726; in the data active = inhibition above about 27%;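 note: 0% = vehicle and 100% = reference inhibitor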
CCHF vOTU inh: CCHFV vOTU protease inhibition | Pep-AMC fluorescence | inhibition, % at 11.5 µM | hit rate 0.55% among 370,000 | AID 651958; note: 0% = vehicle wells with enzyme and 100% = no enzyme wells
BioA inh: blocks M. tuberculosis BioA enzyme activity | purified M. tuberculosis BioA enzyme, plate reader | inhibition, % at 9.99 µM | hit rate 0.096% among 360,000 | AID 602481; in the data active = inhibition above about 40%
FadD28 FP inh: blocks FadD28 binding to the bisubstrate probe; fluorescence polarization; inhibition, % at 12.5 µM; hit rate 0.22% among 360,000; AID 588549; in the data active = inhibition above about 8.5%, passing the limit was not always enough
GDH-TPI inh: inhibits GDH-TPI coupling enzymes, artifact for Mtb FBA screen; hit rate 1.2% among 360,000; inhibition, % at 4.8 µM; GDH-TPI coupled enzyme counterscreen, NADH absorbance;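 note: 0% = DMSO wells and 100% = wells lacking the enzyme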
UGM FP inh: inhibitors of M. tuberculosis UDP-galactopyranose mutase; P9WIQ1; purified UGM, fluorescence polarization probe displacement; hit rate 0.06% among 320,000; inhibition, % at 10 µM; in the data active = inhibition above about 10%, passing the limit was not always enough
Target sequence (P9WIQ1 whole entry, looked up): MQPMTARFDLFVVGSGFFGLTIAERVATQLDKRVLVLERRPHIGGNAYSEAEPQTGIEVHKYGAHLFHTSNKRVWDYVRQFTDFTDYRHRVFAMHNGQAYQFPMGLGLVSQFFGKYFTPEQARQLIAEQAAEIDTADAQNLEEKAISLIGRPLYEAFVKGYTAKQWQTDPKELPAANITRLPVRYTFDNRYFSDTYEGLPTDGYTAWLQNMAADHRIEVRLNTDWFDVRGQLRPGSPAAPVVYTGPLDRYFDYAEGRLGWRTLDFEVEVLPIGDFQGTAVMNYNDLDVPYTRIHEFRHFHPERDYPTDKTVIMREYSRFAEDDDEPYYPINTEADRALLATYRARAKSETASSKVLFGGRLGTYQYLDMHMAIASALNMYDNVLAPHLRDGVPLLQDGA
Rv3671c inh: inhibitors of M. tuberculosis serine protease Rv3671c; P9WHR9; inhibition, % at 5.96 µM; hit rate 0.048% among 320,000; in the data active = inhibition above about 38%;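 note: extracellular domain of Rv3671c used as enzyme; 0% = enzyme with DMSO and 100% = no enzyme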
Target sequence (P9WHR9 whole entry, looked up, the tested form may be a part): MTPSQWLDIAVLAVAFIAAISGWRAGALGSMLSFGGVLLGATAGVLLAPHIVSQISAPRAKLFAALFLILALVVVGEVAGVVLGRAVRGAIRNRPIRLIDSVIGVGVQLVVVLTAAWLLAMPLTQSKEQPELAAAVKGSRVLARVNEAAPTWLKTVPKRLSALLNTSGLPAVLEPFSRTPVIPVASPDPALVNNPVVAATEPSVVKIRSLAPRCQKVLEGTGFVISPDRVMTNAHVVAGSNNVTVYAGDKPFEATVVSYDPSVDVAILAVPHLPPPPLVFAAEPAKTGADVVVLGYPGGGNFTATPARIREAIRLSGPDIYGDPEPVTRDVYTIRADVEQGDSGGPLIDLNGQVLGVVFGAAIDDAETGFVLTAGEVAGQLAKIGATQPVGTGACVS
BoNT F protease: BoNT F light chain protease inhibition | Multiplex microsphere protease cleavage assay, flow cytometry | inhibition, % at 10 µM | hit rate 0.22% among 360,000; in the data active = inhibition above about 35%, passing the limit was not always enough; note: plate controls were buffer without enzyme for full effect and enzyme alone for no effect
MazEF act: MazEF (E. coli) toxin RNase activation | activation, % at 20 µM | hit rate 0.32% among 350,000 | FAM/BHQ RNA-DNA oligo cleavage fluorescence, 5 h | P0AE70; in the data active = activation above about 50%
Target sequence (P0AE70 whole entry, looked up): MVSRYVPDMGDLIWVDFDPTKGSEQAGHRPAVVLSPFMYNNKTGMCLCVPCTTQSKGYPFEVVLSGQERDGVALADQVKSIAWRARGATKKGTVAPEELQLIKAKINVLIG
DUSP3 inh: inhibitors of human VHR1 phosphatase (DUSP3); hit rate 0.52% among 290,000; P51452; inhibition, % at 13.3 µM; AID 1654; recombinant VHR phosphatase, pNPP absorbance; in the data active = inhibition above about 50%; note: some compounds called inactive have numbers as strong as hits
* marks the source's active call; other numbers are inactive results; . = no result given. Cut-off read from the data, not from the text of the source, unless noted: active = inhibition above about 30%; inactive = the rest.

1) COc1cc2[nH]c(=S)n(NC(=O)c3ccccc3)c(=O)c2cc1OC
2) Cc1ccc(NC(=O)N(C2=NCC(C)S2)c2ccccc2)cc1 (stereo not given)
3) Cc1cc(C)n2nc(S(=O)(=O)NCCc3ccccc3)nc2n1
4) Cc1cccc(/C=N/NC(=O)NC2CCCCC2)c1
5) N#CC(C(=O)c1ccccc1Cl)=C1SCCCS1
6) Cc1ccc(Nc2nnc(SCC(=O)N(C)C3CCS(=O)(=O)C3)s2)cc1 (stereo not given)
7) CCN(CC)CCN=Cc1c(O)n(C2CCCCCC2)c(=O)[nH]c1=O
8) CCc1c(C#N)c(N)nc(SCC(=O)OCc2ccccc2)c1C#N

screen / no.	1	2	3	4	5	6	7	8
FBA Mtb inh	2.2	2.6	3.9	1.2	0.8	-1.7	1.0	-0.8
CCHF vOTU inh	1.4	8.3	-2.6	-1.6	-2.6	11.9	8.2	15.5
BioA inh	-0.6	-1.3	4.2	1.6	-0.2	.	-0.9	0.5
FadD28 FP inh	-2.2	-4.1	-3.4	-2.3	-1.6	-1.6	-1.9	-0.5
GDH-TPI inh	14.3	-7.7	9.9	8.1	14.0	24.4	-7.5	26.0
UGM FP inh	.	3.9	1.4	-3.4	-0.3	1.4	-1.6	-0.3
Rv3671c inh	-0.8	1.1	3.2	-5.5	-1.2	6.5	3.6	10.7
BoNT F protease	-0.5	-6.7	0.3	0.7	6.6	3.9	-7.2	-6.3
MazEF act	7.5	-2.9	1.3	3.3	1.0	5.2	-11.5	-0.9
DUSP3 inh	29.6	.	25.0	7.4	16.3	16.7	0.0	17.0

9) CCOc1ccc(C(=O)CCC(=O)NC2=NCCS2)cc1
10) COc1cccc(CCNC(=O)CCCC(=O)c2ccccc2)c1
11) O=C(Nc1ccc(Cl)cn1)c1cccc(F)c1
12) COc1ccc(-c2nc(CS(=O)CC(=O)NC3CCC(C)CC3)c(C)o2)cc1OC (stereo not given)
13) Cc1ccc(-c2nnnn2CS(=O)(=O)c2ccccc2)cc1
14) O=C(CCCN1C(=O)S/C(=C\C=C\c2ccccc2)C1=O)Nc1ccc(O)cc1
15) Cc1ccc(C)c(NC(=O)CN2C(=O)c3ccccc3C2=O)c1
16) COc1ccccc1CCNC(=O)C(=O)NCC1OCCN1S(=O)(=O)c1ccc(C)cc1 (stereo not given)

screen / no.	9	10	11	12	13	14	15	16
FBA Mtb inh	-2.7	-2.8	0.7	4.4	-2.6	-1.5	-0.2	-0.8
CCHF vOTU inh	-0.9	2.3	9.8	13.7	13.1	15.9	10.8	1.6
BioA inh	-2.2	-1.6	0.9	4.8	-0.2	-0.2	-1.0	-0.6
FadD28 FP inh	-1.2	-1.1	-2.4	-1.2	-0.4	-1.4	-2.0	-3.6
GDH-TPI inh	10.1	1.5	-2.3	6.8	9.6	25.8	1.5	-2.0
UGM FP inh	-0.6	3.2	1.3	2.3	2.2	1.2	5.3	-2.1
Rv3671c inh	-10.5	8.6	4.6	-7.5	4.3	-6.6	-3.2	2.6
BoNT F protease	-1.5	-22.4	-10.0	0.8	2.6	2.7	-4.2	3.0
MazEF act	-11.2	1.7	-2.2	3.8	4.6	-4.7	8.2	-3.3
DUSP3 inh	.	-1.2	29.0	-10.2	6.5	19.2	.	13.4

Reprinted, entries 9–11
9) CCOc1ccc(C(=O)CCC(=O)NC2=NCCS2)cc1
10) COc1cccc(CCNC(=O)CCCC(=O)c2ccccc2)c1
11) O=C(Nc1ccc(Cl)cn1)c1cccc(F)c1

screen / no.	9	10	11
FBA Mtb inh	-2.7	-2.8	0.7
CCHF vOTU inh	-0.9	2.3	9.8
BioA inh	-2.2	-1.6	0.9
FadD28 FP inh	-1.2	-1.1	-2.4
GDH-TPI inh	10.1	1.5	-2.3
UGM FP inh	-0.6	3.2	1.3
Rv3671c inh	-10.5	8.6	4.6
BoNT F protease	-1.5	-22.4	-10.0
MazEF act	-11.2	1.7	-2.2
DUSP3 inh	.	-1.2	29.0

Back to the main list, repeating the 4 entries before the break.
13) Cc1ccc(-c2nnnn2CS(=O)(=O)c2ccccc2)cc1
14) O=C(CCCN1C(=O)S/C(=C\C=C\c2ccccc2)C1=O)Nc1ccc(O)cc1
15) Cc1ccc(C)c(NC(=O)CN2C(=O)c3ccccc3C2=O)c1
16) COc1ccccc1CCNC(=O)C(=O)NCC1OCCN1S(=O)(=O)c1ccc(C)cc1 (stereo not given)
17) CCc1nnc(NC(=O)Cn2c(=O)oc3ccccc32)s1
18) Nc1ccc(-n2nnnc2CN2CCOCC2)cc1
19) O=C(NCn1cnccc1=O)c1ccccc1
20) S=C(NCc1ccc(Cl)cc1)NC12CC3CC(CC(C3)C1)C2
21) Cc1ccc(C)c(NC(=O)COC(=O)CC2c3ccccc3CCN2S(=O)(=O)c2ccc(F)cc2)c1 (stereo not given)
22) CC(=O)N(C)c1cc([N+](=O)[O-])ccc1OCc1ccccc1
23) O=C(COC(=O)c1ccc(Br)o1)NCC(=O)Nc1ccc(F)cc1
24) Cn1c(=O)c(=O)n(C)c2cc(S(=O)(=O)N3CCN(C4CCCCC4)CC3)ccc21

screen / no.	13	14	15	16	17	18	19	20	21	22	23	24
FBA Mtb inh	-2.6	-1.5	-0.2	-0.8	4.0	-0.7	-0.5	2.2	4.2	-0.9	0.2	-0.7
CCHF vOTU inh	13.1	15.9	10.8	1.6	-13.1	10.3	0.4	16.3	.	10.7	0.4	-1.1
BioA inh	-0.2	-0.2	-1.0	-0.6	-0.7	0.8	.	-0.7	.	13.6	1.2	-0.2
FadD28 FP inh	-0.4	-1.4	-2.0	-3.6	-4.1	-0.6	0.4	-1.2	-1.7	-0.3	-3.9	-3.5
GDH-TPI inh	9.6	25.8	1.5	-2.0	2.2	5.2	2.5	-0.7	5.3	16.1	0.4	3.8
UGM FP inh	2.2	1.2	5.3	-2.1	-1.1	-0.3	-1.0	-2.5	-2.2	.	-3.5	-0.4
Rv3671c inh	4.3	-6.6	-3.2	2.6	6.2	-0.6	4.8	-13.1	5.3	.	1.5	2.4
BoNT F protease	2.6	2.7	-4.2	3.0	-14.1	-6.8	-0.1	-8.1	-9.7	4.9	-2.0	-11.4
MazEF act	4.6	-4.7	8.2	-3.3	-1.8	-5.4	-4.6	2.2	-3.6	6.0	-2.7	9.2
DUSP3 inh	6.5	19.2	.	13.4	-4.2	-7.2	-2.2	5.0	-3.9	.	.	0.4

25) O=S(=O)(c1ccccc1)N(Cc1ccc(Cl)cc1)c1ccncc1
26) CC(C)(C)NC(=O)CSc1nnc(-c2ccncc2)n1Cc1ccccc1
27) C=CCn1c(NCc2ccc(OC)cc2)nc2ccccc21
28) N#C/C(=C\c1ccc[nH]1)C(=O)NCC1CCCO1 (stereo not given)
29) O=C(CCc1nc2ccccc2c(=O)[nH]1)N1CCCc2ccccc21
30) CCCCn1c(N)c(S(=O)(=O)c2ccc(C)cc2)c2nc3ccccc3nc21
31) CCOC(=O)C1CCN(C(=O)c2cc3ccccc3oc2=O)CC1
32) CCOC(=O)c1ccc(NC(=O)NC2CC3CCC(C2)N3Cc2nnnn2Cc2ccco2)cc1 (stereo not given)

screen / no.	25	26	27	28	29	30	31	32
FBA Mtb inh	-0.7	0.6	0.2	0.6	0.1	116.4*	2.1	-1.6
CCHF vOTU inh	8.5	5.2	-1.4	13.4	2.4	-72.9	-7.2	0.1
BioA inh	2.9	3.4	1.3	.	.	-4.2	.	0.5
FadD28 FP inh	-0.8	-0.1	-4.0	-2.7	-3.8	1.9	-2.3	-0.5
GDH-TPI inh	-1.5	0.6	0.5	34.5*	-2.1	17.9	2.0	1.3
UGM FP inh	3.3	0.7	-3.2	-5.7	0.6	0.3	2.3	-0.4
Rv3671c inh	-8.0	5.1	1.1	6.9	4.0	-18.6	0.3	-8.2
BoNT F protease	-19.2	2.4	10.0	-8.7	5.9	-2.9	-0.4	-1.4
MazEF act	6.3	-0.1	4.3	-9.5	-4.2	-22.9	-2.7	1.6
DUSP3 inh	5.8	40.5	9.2	17.9	.	-17.2	8.5	23.1

33) Cc1ccc(CN2C(=O)c3ccccc3NC2c2cc(Br)ccc2O)cc1 (stereo not given)
34) O=C(Nc1c(Br)cc2c(c1Br)Cc1ccccc1-2)C(F)(F)F
35) O=C(COC(=O)c1cccc([N+](=O)[O-])c1)NCC1CCCO1 (stereo not given)
36) COc1cccc(CC(=O)OCC(=O)NCC(=O)Nc2cccc(C)c2C)c1
37) CC1(C)Cc2c(sc(NC(=O)/C=C/C(=O)O)c2C#N)CO1
38) O=C(COC(=O)C1CC2C=CC1C2)Nc1ccc2c(c1)OC(F)(F)O2 (stereo not given)
39) Cc1c(C(=O)N2CCOCC2)[nH]c2ccc(OCc3ccccc3)cc12
40) CN1CCN(c2ncnc3scc(-c4ccccc4Cl)c23)CC1

screen / no.	33	34	35	36	37	38	39	40
FBA Mtb inh	14.4	-3.5	-0.2	2.6	0.9	-2.7	1.3	0.1
CCHF vOTU inh	8.2	.	-9.1	-4.9	5.7	0.6	-1.8	7.7
BioA inh	-1.7	.	.	.	0.6	1.2	0.8	2.5
FadD28 FP inh	-5.5	-4.5	-1.5	-1.0	1.4	-2.2	1.2	-0.6
GDH-TPI inh	7.1	-3.5	-2.8	9.2	12.9	11.4	-8.7	7.4
UGM FP inh	-2.8	.	2.4	1.3	4.1	2.3	-2.4	2.6
Rv3671c inh	-47.2	.	4.0	4.4	-7.0	-9.6	-6.3	-2.8
BoNT F protease	-1.0	-11.6	-3.1	12.0	8.4	1.2	9.0	-6.8
MazEF act	-5.3	16.8	-4.8	-3.0	0.8	2.8	2.5	0.7
DUSP3 inh	-10.0	.	-8.1	.	5.4	13.2	-14.7	25.9

41) CCCCCNC(=O)CN(c1ccc2c(c1)OCO2)S(C)(=O)=O
42) CCCOc1ccccc1Nc1nnc(C)c(=O)[nH]1
43) CCN(CC)C(=O)Cn1cc(SCC(=O)NC)c2ccccc21
44) C=CCC1(CC=C)CCCN1C(=O)CC1C(=O)NCCN1Cc1cc(OC)cc(OC)c1 (stereo not given)
45) COc1ccccc1-c1nnc(NC(=O)c2ccc(S(=O)(=O)N(C)Cc3ccccc3)cc2)o1
46) COc1ccc(CCNc2oc(Cc3cccc4ccccc34)nc2C#N)cc1OC
47) Cc1ccc(O)c(-c2cc(C(F)(F)C(F)F)nc(-c3ccccc3)n2)c1
48) CC1Sc2ccc(S(=O)(=O)N3CCC(C(=O)N(C)Cc4ccccc4)CC3)cc2NC1=O (stereo not given)

screen / no.	41	42	43	44	45	46	47	48
FBA Mtb inh	2.3	-1.4	2.0	1.6	.	0.9	4.5	0.5
CCHF vOTU inh	15.8	9.1	16.2	5.8	.	0.6	5.5	-0.1
BioA inh	-4.3	-0.2	.	.	.	0.7	-0.1	9.1
FadD28 FP inh	-1.5	-3.7	0.6	-3.3	.	-5.3	-2.4	-1.4
GDH-TPI inh	-6.2	-14.7	3.7	1.2	.	4.0	10.2	0.0
UGM FP inh	-0.5	-0.5	1.0	2.1	0.2	-1.3	0.8	0.9
Rv3671c inh	6.5	-8.1	-5.5	6.4	3.7	-9.4	5.0	1.2
BoNT F protease	-1.0	-6.7	2.5	-4.3	.	1.5	1.5	8.1
MazEF act	6.5	-0.6	1.3	-0.6	-5.4	-2.4	-3.0	7.3
DUSP3 inh	17.3	9.9	13.1	-3.9	17.8	-5.1	14.4	3.7

49) Cc1nc2ccc(C(=O)N3c4ccccc4CC3C)cc2s1 (stereo not given)
50) CC(C)C(=O)NC(Nc1ccc(S(N)(=O)=O)cc1)C(Cl)(Cl)Cl (stereo not given)
51) CC(=O)c1c(C)[nH]c(C(=O)Nc2cccc(S(=O)(=O)N(C)c3ccccc3)c2)c1C
52) NC(=O)c1nsc(C(=O)N(c2ccc(F)cc2)C(C(=O)NC2CCCC2)c2ccncc2)c1N (stereo not given)

screen / no.	49	50	51	52
FBA Mtb inh	2.8	-0.2	0.4	14.8
CCHF vOTU inh	5.5	-15.6	8.2	-33.0
BioA inh	1.6	-0.7	.	-4.1
FadD28 FP inh	-1.0	-0.8	-17.2	-1.0
GDH-TPI inh	1.9	-5.9	-1.2	3.0
UGM FP inh	0.3	0.8	-4.2	3.9
Rv3671c inh	3.8	-3.8	-62.3	-7.9
BoNT F protease	6.4	-13.2	-2.9	3.0
MazEF act	6.9	-0.9	0.8	6.4
DUSP3 inh	13.4	-7.9	3.6	29.3
